S100A4 inh HTS: blocks human S100A4 binding to myosin IIA peptide | P26447 | S100A4/TAMRA-MyoIIA peptide fluorescence polarization | inhibition, % at 10.7 µM | actives 0.14% (n = 360,000) | AID 652163;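 active = mean inhibition of at least 70% across replicates, with every replicate also reaching that level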
Target sequence (P26447 whole entry, looked up): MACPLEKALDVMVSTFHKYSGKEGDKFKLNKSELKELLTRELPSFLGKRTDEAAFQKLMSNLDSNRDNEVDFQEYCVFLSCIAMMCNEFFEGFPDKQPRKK
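Test system: S100A4 monomer protein. Medium: HEPES buffer with Ca2+, pH 7.2. Reagent: fluorescent myosin IIA peptide, 5 nM. Compound dosing: single-point compound testing. Timing: 5 min between mix addition and reading. Benchmarks: DMSO neutral and TFP positive wells.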
PAX8 reporter: inhibitors of PAX8 transcriptional activity in RMG-I cells | RMG-I TPO-luciferase reporter, SteadyGlo, 24 h | inhibition, % at 12.6 µM | actives 1.2% (n = 360,000) | AID 652154;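 active = mean replicate inhibition at least 60% with every replicate also reaching 60%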;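 note: luciferase light reporting Pax8 driven TPO promoter activity; plate controls were median of neutral control wells for no effect and mitoxantrone controls for full effect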
ERAP1 HTS inh: blocks human ERAP1 aminopeptidase activity; inhibition, % at 10.7 µM; AID 652197; Q9NZ08; recombinant ERAP1, Leu-AMC fluorescence, 60 min; actives 0.15% (n = 340,000);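 active = mean replicate inhibition of at least 30%, or all replicates individually reaching that 30% level; inactive = mean below 30% and not every replicate reaching it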;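 note: 0% = neutral control wells and 100% = L-leucinethiol positive control wells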
Target sequence (Q9NZ08 whole entry, looked up): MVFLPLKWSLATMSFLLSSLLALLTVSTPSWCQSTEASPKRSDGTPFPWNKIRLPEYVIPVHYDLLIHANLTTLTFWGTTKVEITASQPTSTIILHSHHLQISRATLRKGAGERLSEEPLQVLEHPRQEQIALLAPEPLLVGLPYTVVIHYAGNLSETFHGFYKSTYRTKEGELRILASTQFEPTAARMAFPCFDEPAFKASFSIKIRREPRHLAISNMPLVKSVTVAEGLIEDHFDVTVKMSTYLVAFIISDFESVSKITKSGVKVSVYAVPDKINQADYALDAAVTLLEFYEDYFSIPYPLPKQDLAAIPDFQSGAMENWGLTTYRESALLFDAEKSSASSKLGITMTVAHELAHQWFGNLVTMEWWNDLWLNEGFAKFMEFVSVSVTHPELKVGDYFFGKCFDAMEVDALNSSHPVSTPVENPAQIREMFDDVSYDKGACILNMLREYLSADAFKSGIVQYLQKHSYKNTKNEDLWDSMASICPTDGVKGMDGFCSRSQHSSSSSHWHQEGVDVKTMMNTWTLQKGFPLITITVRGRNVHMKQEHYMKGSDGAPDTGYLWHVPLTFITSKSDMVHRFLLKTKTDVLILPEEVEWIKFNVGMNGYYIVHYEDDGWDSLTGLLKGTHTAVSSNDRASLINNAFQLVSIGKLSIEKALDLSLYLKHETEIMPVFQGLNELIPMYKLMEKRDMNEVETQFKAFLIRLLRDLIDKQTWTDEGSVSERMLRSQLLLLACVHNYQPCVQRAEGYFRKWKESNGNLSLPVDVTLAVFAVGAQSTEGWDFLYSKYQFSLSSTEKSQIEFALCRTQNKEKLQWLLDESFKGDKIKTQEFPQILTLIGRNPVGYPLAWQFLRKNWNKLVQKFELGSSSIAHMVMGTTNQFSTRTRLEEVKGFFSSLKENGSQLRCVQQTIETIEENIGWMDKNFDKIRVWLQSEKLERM
FN deposition inh: fibronectin deposition inhibition. AH1F fibroblasts, Alexa488-fibronectin deposition fluorescence, overnight. inhibition, % at 12.6 µM. actives 0.086% (n = 350,000);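 active = mean inhibition across replicates of 30% or more, regardless of how many single replicates reach that level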;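 note: positive control wells lacked labelled fibronectin entirely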
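Schedule: 1 h cell adhesion before compound, then overnight fibronectin incubation; test system: AH1F fibroblast monolayer depositing Alexa488-labelled fibronectin into matrix; quantity: 10000 AH1F cells per well; probe or stimulus: fluorescent fibronectin at 24 nM final; signal: fluorescence, ex 485 nm, em 525 nm; evaluation: percent inhibition as loss of matrix-bound fibronectin fluorescence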
PglD DTNB: inhibitors of Campylobacter jejuni PglD acetyltransferase | purified PglD enzyme, DTNB colorimetric CoA detection | inhibition, % at 12.5 µM | actives 0.098% (n = 360,000) | AID 602405; in the data active = inhibition above about 16%, passing the limit was not always enough; note: strong numbers were not always called active
EWS-Fli inh: EWS/Fli transcriptional activity inhibition | actives 0.67% (n = 350,000) | A673 NR0B1-luciferase reporter, viability-normalised | inhibition, % at 12.6 µM;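 active = mean inhibition of at least 50% after viability correction, with every replicate also passing that limit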;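 note: firefly luciferase signal divided by Alamar Blue viability fluorescence both relative to DMSO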
LGR2 inh: Drosophila LGR2 receptor signaling inhibition; actives 0.35% (n = 380,000); inhibition, % at 9.99 µM; HEK293 LGR2, CRE-luciferase, bursicon-stimulated, 4 h;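 active = drop in luminescence signal, shown as inhibition above about 50% in the replicate tests, limit read from the data, passing the limit was not always enough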;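 note: agonist challenge used bursicon conditioned medium at about half maximal strength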
PGC1a acetyl inh: lowers PGC1a acetylation signal in U2OS cells | inhibition, % at 15.6 µM | actives 0.17% (n = 350,000) | AlphaScreen anti-acetyl-lysine; with virally co-expressed GCN5 acetyltransferase | AID 651687;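 active = every replicate shows inhibition of at least 40%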;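 note: 0% = neutral control wells and 100% = positive control wells; some results beyond the cut were filed as inactive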
* = called active by the depositor; i = inactive; nt = no result given; + = active, no number; & = joins results of further samples. Compounds as they come. About 2.1% of those tested had a hit in this group.

Below each SMILES – S100A4 inh HTS	PAX8 reporter	ERAP1 HTS inh	FN deposition inh	PglD DTNB	EWS-Fli inh	LGR2 inh	PGC1a acetyl inh
- CN(NC(=O)c1ccccc1F)c1ccc([N+](=O)[O-])cn1
  6.6	-6.6	nt	-2.2	3.4	2.0	-3.6	9.3
- O=C(NCC1CCCO1)/C(=C/c1cn(-c2ccccc2)nc1-c1cccnc1)NC(=O)c1ccccc1 (stereo unspecified)
  -5.8	15.7	5.8	0.1	nt	-4.9	1.7	3.8
- N#C[C@H]1[C@@H](c2ccc(C#CC3CCCCC3)cc2)[C@H](CO)N1C(=O)Nc1ccc(F)cc1
  4.1	nt	-1.5	-4.6	nt	0.0	9.8	11.8
- C[C@@H]1CN([C@H](C)CO)C(=O)c2cccc(NC(=O)C3CCOCC3)c2O[C@@H]1CN(C)C(=O)NC1CCCCC1
  -32.1	-38.2	-0.2	-4.0	-5.2	-4.4	-8.2	2.6
- CSc1nnc(Cn2c(=O)sc3ccccc32)n1C
  -4.3	-8.8	-2.6	-19.6	-0.2	4.3	2.4	4.1
- COC(=O)C[C@@H]1CC[C@H](NC(=O)Nc2ccc(C(F)(F)F)cc2)[C@H](CO)O1
  4.1	3.1	3.9	-2.1	1.8	21.4	-20.8	-6.2
- CN(CC(=O)Nc1ccc(Cl)cc1)C(=O)c1cc(-c2cccs2)nn1-c1ccccc1
  2.1	-4.9	-1.4	-6.7	1.0	-4.2	-5.8	-4.5
- Cc1ccc(S(=O)(=O)NCc2ccccc2)cc1C(=O)NCC1CCCO1 (stereo unspecified)
  +	-1.9	0.3	1.9	nt	-3.3	-5.6	nt
- COc1ccc2nc(C)cc(SCC(=O)N/N=C/c3ccco3)c2c1
  -5.2	10.6	2.4	2.6	nt	-8.0	-1.9	-1.7
- C[C@@H]1CN([C@H](C)CO)C(=O)c2cccc(NC(=O)c3ccncc3)c2O[C@@H]1CN(C)C(=O)Nc1cccc2ccccc12
  4.5	15.1	2.3	nt	5.5	7.0	10.4	1.3
- Nc1nc(=O)n(C2CCCO2)cc1Br (stereo unspecified)
  -1.4	-28.0	-3.9	3.8	1.6	5.9	-4.4	6.4
- CCCCCCSc1cc(-c2nc3cc(C)ccn3c2NC2CCCCC2)ccc1OC
  -28.1	14.6	7.0	-2.2	-0.8	29.2	3.5	-4.5
- CN1N=C(C(=O)N2CCCC(Nc3ccc(F)c(F)c3)C2)CCC1=O (stereo unspecified)
  -0.9	-6.5	1.8	2.6	-5.1	0.4	-14.8	nt
- CC(C)CC#Cc1cnc2c(c1)C(=O)N([C@@H](C)CO)C[C@@H](C)[C@@H](CN(C)C(=O)c1ccccc1)O2
  -5.1	nt	-1.1	nt	1.8	-4.7	13.3	8.4
- Cc1ccc(S(=O)(=O)N(C)C[C@H]2OCCCC[C@@H](C)Oc3ccc(NC(=O)C4CCCCC4)cc3C(=O)N([C@H](C)CO)C[C@H]2C)cc1
  nt	28.9	nt	nt	1.9	17.4	-1.2	0.5
- CCNC(=O)[C@@H]1[C@@H](CO)[C@@H]2Cn3c(ccc(/C=C/c4ccccc4)c3=O)[C@H]1N2C(=O)C1CCCC1
  15.2	-27.3	i	nt	nt	-1.8	-10.1	-1.6
- COCCCN=C1NN=C(c2cc(C)n(-c3ccccc3F)c2C)CS1
  0.2	-36.2	0.2	0.3	nt	57.9*	6.4	nt
- CS(=O)(=O)NN1C(=O)c2ccccc2NC1c1cccs1 (stereo unspecified)
  7.3	8.2	-4.3	0.8	nt	-2.3	-4.5	-2.4
- Cc1ccc(S(=O)(=O)Nc2ccc3c(c2)CC(=O)N([C@H](C)CO)C[C@H](C)[C@H](CN(C)C(=O)Nc2ccc4c(c2)OCO4)O3)cc1
  0.5	-28.5	0.9	-3.6	-0.3	-12.5	1.6	4.4
- CCCCc1nc2cc(C(=O)NCCc3c(C)n[nH]c3C)ccc2o1
  2.9	-25.5	-0.6	1.5	2.5	-15.3	5.5	nt
- O=C(CCNC(=O)c1ccc(Br)cc1)NC1CCCCCC1
  -2.5	3.9	-6.4	8.1	4.5	-3.3	-33.7	-8.9
- Cc1ccc(-n2c(=O)[nH]cc(C(=O)Nc3ccc4c(c3)OCO4)c2=O)cc1C
  -0.1	11.6	nt	19.2	-2.7	-10.6	0.8	0.7
- COc1ncccc1C(=O)N1CCCC(N2CCN(c3ccc(F)cc3)CC2)C1 (stereo unspecified)
  8.8	-5.7	-1.4	-3.7	1.3	-3.6	-26.8	nt
- O=C(NCc1ccco1)C1CC(c2ccccc2O)=NO1 (stereo unspecified)
  5.2	-5.0	-0.1	2.3	nt	-1.4	28.5	nt
- O=C(O)CCn1c(SCc2cc(=O)n3ccccc3n2)nc2ccsc2c1=O
  0.1	3.7	-4.0	nt	nt	-1.4	3.5	6.1
- C/C=C/c1ccc([C@@H]2[C@@H](CO)N(C(=O)CN(C)C)C23CN(C(=O)C2CCCC2)C3)cc1
  -19.8	-12.2	-0.4	1.0	nt	-1.5	-12.6	-5.6
- Cn1ccnc1Sc1ccccc1[N+](=O)[O-]
  2.5	7.3	0.0	3.3	nt	11.7	6.2	nt
- Cc1cc(C)c2c(n1)SCC(=O)N2CC(=O)Nc1ccccc1Cl
  -2.3	-8.6	nt	7.4	0.4	-3.3	9.8	14.4
- C=CCNC(=O)c1sc(=S)n(-c2ccc(C(=O)OCC)cc2)c1N
  -0.6	nt	3.3	nt	nt	0.9	2.3	6.5
- C[C@@H]1CN([C@H](C)CO)C(=O)Cc2cc(NS(=O)(=O)c3ccc(F)cc3)ccc2O[C@H]1CN(C)CC1CC1
  -7.8	-17.6	-2.2	-9.0	-3.1	-1.6	15.3	-8.7

Two entries picked at random from the list so far, as already listed:
Below each SMILES – S100A4 inh HTS	PAX8 reporter	ERAP1 HTS inh	FN deposition inh	PglD DTNB	EWS-Fli inh	LGR2 inh	PGC1a acetyl inh
- Cn1ccnc1Sc1ccccc1[N+](=O)[O-]
  2.5	7.3	0.0	3.3	nt	11.7	6.2	nt
- C/C=C/c1ccc([C@@H]2[C@@H](CO)N(C(=O)CN(C)C)C23CN(C(=O)C2CCCC2)C3)cc1
  -19.8	-12.2	-0.4	1.0	nt	-1.5	-12.6	-5.6

(list continues)
Below each SMILES – S100A4 inh HTS	PAX8 reporter	ERAP1 HTS inh	FN deposition inh	PglD DTNB	EWS-Fli inh	LGR2 inh	PGC1a acetyl inh
- CC1=NN(c2ccccc2)C(=O)/C1=C\c1cn(-c2ccccc2)nc1C
  -2.7	5.3	-1.8	1.1	nt	-3.6	-16.9	nt
- COCCNC(=O)C[C@H]1C[C@@H]2c3cc(NC(=O)Nc4ccccc4F)ccc3O[C@@H]2[C@H](CO)O1
  nt	-9.0	nt	1.7	0.5	-10.6	-8.5	1.6
- OC[C@@H]1[C@H](c2ccc(C#CC3(O)CCCC3)cc2)[C@H]2CN(Cc3cncnc3)CCCCN12
  nt	-5.3	nt	-9.6	1.1	-12.1	1.8	5.4
- COc1ccc(CN(C)C[C@@H]2Oc3ccc(NC(=O)NC4CCCCC4)cc3C(=O)N([C@@H](C)CO)C[C@@H]2C)cc1
  11.9	-1.2	-1.0	nt	-1.9	9.1	-8.0	-0.9
- Cc1cc([N+](=O)[O-])c(C)cc1-c1ccc(/C=N/n2cnnc2)o1
  -1.3	-7.5	-0.9	-1.5	7.2	6.0	-0.9	1.7
- CC=Cc1ccc2n(c1=O)C[C@@H]1[C@@H](CO)[C@H](C(=O)NCC3CC3)[C@H]2N1CCC (mixture of isomers)
  6.5	-5.1	-2.5	nt	-0.7	-2.8	-7.4	0.4
- CC(C)NC(=O)N1Cc2cc(C(=O)NC3CCCC3)nc(-c3cccc(-c4cccnc4)c3)c2[C@@H]1CCO
  2.4&-4.9	-2.5	-3.8&8.9	1.1&7.4	nt	3.2&10.3	3.6	1.7
- CN1CCN(CCCCOc2ccccc2C=O)CC1
  -5.7	-2.0	3.2	14.6	-0.5	13.6	8.9	-2.7
- COc1ccc(-c2nnc(SCC(=O)N3CCCC3)o2)cc1
  -0.5	-124.8	-0.3	5.1	nt	-86.8	-23.2	-9.4
- Cc1cc(C)c(S(=O)(=O)NCCn2ccc3ccccc32)c(C)c1
  -13.5	-6.7	5.9	2.9	-3.8	2.4	15.0	-19.5
- Cc1ccc2[nH]c3ccccc3c(=O)c2c1
  1.6	-72.7	-12.4	-3.7	1.4	-57.9	-17.9	-68.0
- Nn1c(SCC(=O)Nc2ccc(S(N)(=O)=O)cc2)nnc1-c1ccco1
  1.4	3.0	2.0	-4.6	0.6	4.3	6.0	2.7
- O=C1c2ccccc2NC(c2ccccc2Br)N1CCCN1CCOCC1 (stereo unspecified)
  nt	-5.8	nt	10.2	-4.4	nt	-13.2	nt
- CCc1nnc(NC(=O)CSc2ncnc3c2cnn3-c2ccc(OC)cc2)s1
  nt	nt	nt	-1.3	3.3	nt	-2.9	-13.9
- COc1cc([N+](=O)[O-])cc(/C=N/NC(=O)c2cncc(Br)c2)c1O
  2.1	34.3	nt	4.7	-5.2	4.2	15.8	3.8
- COc1cc(NC(=O)CN2C(=O)CSc3ccc(S(=O)(=O)N4CCCC4)cc32)cc(OC)c1
  -6.0	6.0	-0.9	-11.7	-4.5	nt	5.5	-1.6
- Cc1cccc(C(=O)Nc2nnc(SCC(=O)NCc3ccco3)s2)c1
  0.1	-117.7	-1.2	1.5	-7.0	nt	-4.6	-5.7
- CC(C)C[C@H](NC(=O)c1[nH]cnc1C(=O)N[C@@H](Cc1ccccc1)C(=O)OCc1ccccc1)C(=O)OC(C)(C)C
  -1.8	2.9	2.0	-2.7	-0.1	9.4	22.7	3.2
- O=C(CN1CCN(c2ncccn2)CC1)NCc1ccc2c(c1)OCO2
  -6.5	-5.2	0.5	8.3	-0.1	-23.4	-0.4	-1.4
- O=C(C[C@@H]1C[C@@H]2c3cc(NC(=O)NC4CCCC4)ccc3O[C@@H]2[C@H](CO)O1)NCC1CC1
  -0.2	-17.4	-1.0	-24.6	2.3	2.0	5.3	-0.8
- Cc1ccc(/C=N/NC(=O)NC2CCCCC2)o1
  9.5	-35.8	-1.5	-6.9	nt	-15.3	-4.9	4.8
- COc1cc(OC)cc(C(=O)N[C@H](C(=O)Nc2cc(C)cc(C)c2)C(C)C)c1
  4.1	39.5	5.9	nt	-4.0	1.1	1.2	nt
- Cc1cc(C)cc(-n2ccnc2SCC(=O)O)c1
  -2.3	-0.9	2.3	-8.4	2.3	1.3	22.7	4.4
- Cn1c(=O)c2c(nc(N/N=C/c3ccc(OC(=O)c4ccco4)cc3)n2Cc2ccc(F)cc2)n(C)c1=O
  nt	6.5	nt	0.4	-10.1	nt	-11.1	-9.4
- O=S(=O)(N[C@H]1CC[C@@H](CCn2cc(-c3ccc(F)cc3)nn2)O[C@@H]1CO)c1ccccc1F
  7.8	8.0	0.0	nt	-0.2	4.1	9.2	-7.8
- CCC(C)(C)n1nnnc1C(c1ccc(OC)cc1)N1CCN(C(=O)c2ccco2)CC1 (stereo unspecified)
  3.3	6.7	6.0	-4.9	0.2	-5.1	5.1	nt
- O=C(Cc1ccc(F)cc1)Nc1cccc2cccnc12
  nt	-2.0	nt	14.4	-11.9	nt	-16.0	-14.0
- CC(C)CNC(=O)CN1C(=O)NC2(CCc3ccccc32)C1=O (stereo unspecified)
  -4.8	-14.2	-5.9	-6.4	3.0	5.4	0.4	nt
- CCCCC1=CC2=CC(=O)C(C)(OC(=O)CC)C(=O)C2=CN1CCCCO (stereo unspecified)
  11.5	8.7	-2.0	-0.5	2.4	2.1	7.6	-0.4
